Screening results as filed in PubChem BioAssay.
Menin-MLL TR inh: qHTS Assay for Inhibitors Targeting the Menin-MLL Interaction in MLL Related Leukemias: Competition With Texas Red Labeled MLL-derived Mutant Peptide. O00255. Menin + Texas Red MLL mutant peptide, fluorescence polarization. Potency, µM (doses to about 61.6 µM), for inactives: at the highest dose FP activity change, negative = inhibition, actives largely listed as inhibitors. actives 0.23% (n = 270,000); active = well fitted inhibition curve with a large enough effect in the polarisation, with a control signal flat, not every such curve was filed as active; inconclusive = small, poorly fitted or top-dose-only effect, or effect the other way, or a change in a side signal; inactive = no such curve, though single readings can be large or run the other way; the % refers to the polarisation; note: potency is the fitted concentration of half-maximal effect; % of control where 0% means no effect; many of its hits are not listed in these tables
Target sequence (O00255 whole entry, looked up): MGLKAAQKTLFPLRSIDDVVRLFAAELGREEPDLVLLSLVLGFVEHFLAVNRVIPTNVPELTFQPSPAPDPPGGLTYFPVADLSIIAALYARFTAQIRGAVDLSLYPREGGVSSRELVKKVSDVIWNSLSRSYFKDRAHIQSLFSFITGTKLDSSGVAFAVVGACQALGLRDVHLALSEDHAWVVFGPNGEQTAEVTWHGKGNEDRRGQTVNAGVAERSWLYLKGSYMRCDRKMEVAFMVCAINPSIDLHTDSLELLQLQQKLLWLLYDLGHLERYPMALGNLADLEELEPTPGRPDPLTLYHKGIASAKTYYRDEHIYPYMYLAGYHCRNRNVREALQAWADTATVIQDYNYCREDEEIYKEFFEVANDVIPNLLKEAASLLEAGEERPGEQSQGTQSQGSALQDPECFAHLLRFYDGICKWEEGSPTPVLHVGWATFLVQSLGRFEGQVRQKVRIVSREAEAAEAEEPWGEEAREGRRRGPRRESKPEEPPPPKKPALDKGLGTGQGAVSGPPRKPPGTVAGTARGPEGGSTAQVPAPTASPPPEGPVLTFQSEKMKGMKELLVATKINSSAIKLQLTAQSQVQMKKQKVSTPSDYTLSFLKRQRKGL
TCR activator: Activators of T cell receptors: qHTS campaign | primary human leukocytes, anti-CD3, IL-2 HTRF, 48 h | Potency, µM (top dose mostly 9.22 µM), without a hit: top-dose activation of IL-2 secretion, actives largely listed as activators | 330,000 tested, under 10 active | AID 504894, 2011; note: % of control where 0% means no effect
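Readout: HTRF IL-2, Eu-cryptate/d2 antibody pair, 320nm excitation, 665nm emission. Stimulus: a-CD3 beads, no co-stimulation. Cells: primary human leukocytes. Exposure: 48 hr with compound.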
MBNL1-CUG inh: qHTS Assay for Inhibitors of MBNL1-poly(CUG) RNA binding. TR-FRET MBNL1-His/biotin-(CUG)12 binding, 665/545 ratio. Potency, µM (series often up to 57.5 µM), for the others: top-dose activity change, negative = inhibition, usual class: inhibitors. AID 2675, 2010. Muscleblind-like protein 1 (Homo sapiens), Q9NR56. actives 0.036% (n = 280,000); active = well fitted inhibition curve with a large enough effect in the signal ratio, with a control signal flat, not every such curve was filed as active; inconclusive = small, poorly fitted or top-dose-only effect, or effect the other way, or a change in a side signal; inactive = no such curve, though single readings can be large or run the other way; the % refers to the signal ratio; note: potency is the fitted concentration of half-maximal effect; % is set by controls: 0 for no effect and ±100 for the full control effect
Target sequence (Q9NR56 whole entry, looked up): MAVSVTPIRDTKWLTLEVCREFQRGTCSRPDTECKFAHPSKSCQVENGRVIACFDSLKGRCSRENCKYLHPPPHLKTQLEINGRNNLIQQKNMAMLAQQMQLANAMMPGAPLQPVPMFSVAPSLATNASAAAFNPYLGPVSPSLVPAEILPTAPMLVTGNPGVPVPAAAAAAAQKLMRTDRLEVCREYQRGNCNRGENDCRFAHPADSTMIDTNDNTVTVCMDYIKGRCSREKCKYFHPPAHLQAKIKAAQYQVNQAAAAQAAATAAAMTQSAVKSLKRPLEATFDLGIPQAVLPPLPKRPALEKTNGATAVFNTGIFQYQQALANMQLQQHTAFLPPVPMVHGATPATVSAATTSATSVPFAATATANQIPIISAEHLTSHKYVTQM
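Inhibition of protein-RNA binding appears as loss of TR-FRET between terbium anti-His antibody on MBNL1-His and streptavidin-XL665 on biotin-(CUG)12. Activity is normalized to buffer-only and uninhibited-complex controls.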
TSHR antag: Antagonists of the Thyroid Stimulating Hormone Receptor: HTS campaign | Thyrotropin receptor (Homo sapiens), P16473 | TSHR-expressing cells, TSH-stimulated cAMP HTRF, 2 h; active compounds read low | activity change, negative = inhibition, % at 11.5 µM | actives 0.2% (n = 330,000);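 active = activity change below a set negative limit, meaning inhibition stronger than a set level, cut at about -70% in these data; inconclusive = activity change between two set negative limits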; note: % is set by controls: 0 for no effect and ±100 for the full control effect
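Read-out is FRET at 665 nm (cryptate excitation 337 nm) from a cryptate-tagged anti-cAMP antibody, competed by cell cAMP against cAMP-d2. Compounds are tested on freshly harvested TSHR cells challenged with 4nM TSH (EC80) for 2 hours at 37 deg C.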
AT treatment: qHTS Assay for Identifying a Potential Treatment of Ataxia-Telangiectasia; actives 0.19% (n = 320,000); […] A-T fibroblasts, KAP-1 phosphorylation AlphaLISA; neocarzinostatin DNA damage 30 min before lysis; AID 485349, 2010; Potency, µM (doses to about 57.5 µM), for the others: at the top dose activation, actives largely listed as activators; note: potency is the fitted concentration of half-maximal effect; % of control where 0% means no effect; nearly all actives have a fitted effect of over 45% in size
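ATM-like activity read as KAP-1 phosphorylation via AlphaLISA donor/acceptor antibody pairs after lysis and 6 hr at 25C. Cells were ATM-null patient fibroblasts ([…], hTERT), dosed 60 min, then exposed to the DSB inducer NCS for 30 min.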
PTAP TSG101 blk: qHTS Assay for Iinhibitors of HIV-1 Budding by Blocking the Interaction of PTAP/TSG101; Fluorescence polarization, FITC-PTAP peptide / Tsg101 binding; 340,000 tested, under 10 active; Potency, µM (top dose mostly 115 µM), for inactives: at the top dose activity change, negative = inhibition, usual class: inhibitors; active = well fitted inhibition curve with a large enough effect in the main read-out, with a control signal flat, not every such curve was filed as active; inconclusive = small, poorly fitted or top-dose-only effect, or effect the other way, or a change in a side signal; inactive = no such curve, though single readings can be large or run the other way; note: potency is the fitted concentration of half-maximal effect; % of control where 0% means no effect
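Fluorescence polarization binding of Tsg101 binding domain (10 uM final) to FITC-labeled PTAP peptide (50 nM final) in HEPES pH 7.5 buffer with NaCl, Tween 20, EDTA, TCEP. Compounds added before peptide; binding 20 min at RT.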
MLL CXXC-DNA inh: qHTS Fluorescence Polarization Assay for Inhibitors of MLL CXXC domain - DNA interaction | MLL-CXXC / FITC-HOXA9 DNA fluorescence polarization | Potency, µM (doses to about 115 µM), inactives show at the highest dose activity change, negative = inhibition, most hits filed as inhibitors | actives 0.037% (n = 290,000); active = well fitted inhibition curve with a large enough effect in the polarisation, with a control signal flat, not every such curve was filed as active; inconclusive = small, poorly fitted or top-dose-only effect, or effect the other way, or a change in a side signal; inactive = no such curve, though single readings can be large or run the other way; the % refers to the polarisation; note: potency is the fitted concentration of half-maximal effect
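Fluorescence polarization: 7 uM MLL-CXXC (stock) preincubated 5 min with compounds, then 50 nM fluorescein-HOX-A9 DNA (stock) added; 30 min ambient. Buffer 50 mM Tris-HCl pH 7.5, 50 mM NaCl, 1 mM DTT, 0.05% BSA.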
Mito fusion act: qHTS Assay for Small Molecule Inhibitors of Mitochondrial Division or Activators of Mitochondrial Fusion | Potency, µM (titrated, usually from 46.1 µM), inactives show at the highest dose growth rescue (activation), usual class: activators | actives 0.23% (n = 320,000) | S. cerevisiae fusion-defective mutant growth rescue, CellTiterGlo 48 h;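 note: potency is the fitted concentration of half-maximal effect; % of control where 0% means no effect; nearly all actives have a fitted effect of over 45% in size; temperature-sensitive fusion mutants such as fzo1-1 at 37 °C on non-fermentable ethanol glycerol medium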
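Temperature-sensitive fusion-defective S. cerevisiae (e.g. fzo1-1, mgm1-5) were grown with compound in YPEG medium (3% ethanol, 3% glycerol) for 48 hours at 37C. Growth rescue was measured as viability by CellTiterGlo luminescence after 10 minutes at ambient.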
Integrin act MD: qHTS for Activators of Integrin-Mediated Alleviation for Muscular Dystrophy. actives 0.064% (n = 350,000). Potency, µM (titrated, usually from 38.3 µM), for the others: at the highest dose activation, usual class: activators. alpha7betagal myoblasts, beta-gal FDG fluorescence, 48 h;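 note: potency is the fitted concentration of half-maximal effect; 100% = response of the positive control SU9516; nearly all actives have a fitted effect of over 60% in size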
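Alpha7betagal+/- myoblasts (passage 13) were plated 16-24 hr, then exposed to compounds (1:260 dilution of DMSO stock) for 48 hours at 37C. After MPER lysis, β-galactosidase reporter activity was read as FDG fluorescence (ex 480/em 540) after 30 minutes.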
ASM inhibitor: Inhibitors of Secretory Acid Sphingomyelinase (S-ASM): qHTS; actives 0.006% (n = 340,000); Sphingomyelin phosphodiesterase (Homo sapiens), P17405; Potency, µM (top dose mostly 57.5 µM), for inactives: at the top dose activity change, negative = inhibition, usual class: inhibitors; placental ASM, HMU-PC fluorogenic substrate, 60 min; note: potency is the fitted concentration of half-maximal effect
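Human placenta-derived ASM preincubated with compound 10 min at room temperature, then reacted with 9 uM (final) fluorogenic HMU-PC substrate for 60 min at 37 C. Stop solution raises pH to 10; fluorescence read at Ex 386/Em 447 nm.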
* hit, by the source's call; i = inactive; ? = inconclusive; · = no result given; [ ] = remark or other dose. Unless noted, calls come from the whole dose curve; as a rule, active = well fitted curve in the direction sought with a large enough effect; inconclusive = small, poorly fitted or top-dose-only effect, or another doubt; inactive = no such curve, though single readings can be large; an effect the other way counts as inactive or inconclusive.

SMILES	Menin-MLL TR inh	TCR activator	MBNL1-CUG inh	TSHR antag	AT treatment	PTAP TSG101 blk	MLL CXXC-DNA inh	Mito fusion act	Integrin act MD	ASM inhibitor
CC1(C)Cc2c(sc3ncnc(NN)c23)CO1	-2%	6%	4%	14	8%	-4%	0%	-1%	-21%	-2%
Cc1ccc(S(=O)(=O)N2CCCCCC2)cc1[N+](=O)[O-]	3%	-2%[46.1 µM]	·	1	-11%	0%	0%	7%	24%	4%
Cc1cc(NS(=O)(=O)c2ccc(CC(C)C)cc2)no1	-11%	5%	3%	-1	7%	-10%	5%	14%	9%	-3%
O=C(CCN1C(=O)C2C3C=CC(C4CC34)C2C1=O)Oc1ccc(Br)cc1 (centres undefined)	?	-1%	-3%	0	3%	-4%	23%	-6%	30%	8%
Cc1ccc(Nc2nnc(SCC(=O)NCC3CCCO3)s2)cc1C (centres undefined)	·	-1%	·	·	-6%	-5%	·	·	-5%	-2%
CCN(C(=O)C(C)OC(=O)C1C(C(=O)OC)=C(C)NC(C)=C1C(=O)OC)c1ccccc1 (centres undefined)	-7%	-6%	-21%	7	2%	-1%	6%	4%	9%	32%
Clc1ccc(OCc2cn3cccnc3n2)c2ncccc12	12%	-76%	?	0	0%	-3%	-4%	3%	1%	1%
O=C(c1ccc(CSc2ccccc2)cc1)N1CCN(c2ccccc2)CC1	?	5%	-6%	-26	0%	1%	-6%	-8%	15%	-5%
COc1cc(NS(=O)(=O)c2ccc(NC(=O)COc3ccccc3C)cc2)nc(OC)n1	-2%[11.7 µM]	9%	-9%	-6	-12%	-4%	2%	0%	21%	-11%
COC(=O)Cc1nnc(NC(=O)c2ccccc2)s1	-1%	-3%	-1%	-5	16%	-3%	2%	0%	9%	5%
CCCc1cc(=O)oc2c(CN(CC)CC)c(O)c(Cl)cc12	·	4%	30%[activator]	1	24%	-3%	-8%	0%	14%	i
O=C(C1=C[C@@H](c2ccccc2)C[C@@H](OCCCCO)O1)N1CCOCC1	0%	2%	2%	9	0%	0%	-12%	-4%	-11%	0%
Cc1ccc(F)cc1S(=O)(=O)NCc1ccc(N2CCN(C)CC2)cc1	·	-1%	·	4	-4%	2%	4%	-7%	-15%	-1%
COC(=O)CCN(c1ccccc1)S(=O)(=O)c1cc(-c2cc(C)no2)ccc1C	8%	1%	-1%	-15	5%	-3%	3%	22%	27%	-1%
CC(C)=C1C(=O)NN(c2cccc(Cl)c2)C1=O	12%	4%[46.1 µM]	·	-4	-2%	-2%	-3%	8%	9%	4%
Cc1cc(=O)nc2c3ccccc3n(CC(=O)NCCCN3CCOCC3)n12	·	-7%	-3%	42	16%	-1%	8%	2%	41%	1%
O=C1NCCN(Cc2c(F)cccc2Cl)C1CC(=O)N1CCCCO1 (centres undefined)	-2%	3%	-13%	23	1%	1%	-1%	1%	10%	6%
O=C(O)C1CCCCC1C(=O)Nc1nc(-c2ccc(Cl)s2)cs1 (centres undefined)	?	·	14%	-1	-6%	-5%	-14%	-1%	?	0%
CC1(C)Nc2ccccc2C(=O)N1NS(=O)(=O)c1ccccc1	5%	-2%[46.1 µM]	-6%	8	-3%	-1%	15%	-1%	-6%	4%
O=C(COC(=O)c1cccnc1Cl)Nc1ccc(S(=O)(=O)N2CCOCC2)cc1	·	-4%	·	14	36%	3%	·	·	0%	6%
CC(C)(C)NC(=O)N1CCCN(c2ccc(C(F)(F)F)cn2)CC1	·	-2%	-5%	10	25%	-1%	21%	-5%	?	7%
NS(=O)(=O)c1ccc(NC(=O)COc2cccc3ccccc23)cc1	10%	-4%	5%	14	0%	·	0%	0%	0%	-4%
COC(=O)c1ccc(C2/C(=C(\O)c3ccc4c(c3)OCCO4)C(=O)C(=O)N2CCCN(C)C)cc1 (centres undefined)	3%	-3%	12%	5	11%	-4%	-1%	0%	2%	73%
CNC(=O)Nc1ccc(S(N)(=O)=O)cc1	4%	-3%	-1%	-4	-2%	-3%	?	13%	?	2%
O=C1c2cccc3cc([N+](=O)[O-])cc(c23)C(=O)N1CC1CCCO1 (centres undefined)	·	-8%	?	-7	-8%	0%	-7%	1%	-25%	-1%

Given as a markdown table: entries from further up.
| molecule | Menin-MLL TR inh | TCR activator | MBNL1-CUG inh | TSHR antag | AT treatment | PTAP TSG101 blk | MLL CXXC-DNA inh | Mito fusion act | Integrin act MD | ASM inhibitor |
| --- | --- | --- | --- | --- | --- | --- | --- | --- | --- | --- |
| Cc1ccc(Nc2nnc(SCC(=O)NCC3CCCO3)s2)cc1C (centres undefined) | · | -1% | · | · | -6% | -5% | · | · | -5% | -2% |
| CCN(C(=O)C(C)OC(=O)C1C(C(=O)OC)=C(C)NC(C)=C1C(=O)OC)c1ccccc1 (centres undefined) | -7% | -6% | -21% | 7 | 2% | -1% | 6% | 4% | 9% | 32% |
| Clc1ccc(OCc2cn3cccnc3n2)c2ncccc12 | 12% | -76% | ? | 0 | 0% | -3% | -4% | 3% | 1% | 1% |

The list continues.
SMILES	Menin-MLL TR inh	TCR activator	MBNL1-CUG inh	TSHR antag	AT treatment	PTAP TSG101 blk	MLL CXXC-DNA inh	Mito fusion act	Integrin act MD	ASM inhibitor
CC(C)Cn1c(N)c(C(=O)COC(=O)CN2C(=O)C3CC=CCC3C2=O)c(=O)n(C)c1=O (centres undefined)	-9%	-5%	-8%	0	4%	-4%	?	-11%	-55%[inhibitor]	2%
CCCc1nn2c(=O)cc(CSCC(=O)Nc3ccc(C)cc3)nc2s1	8%	0%	-5%	34	-3%	-4%	1%	11%	-31%	4%
C#CCOc1ccc(/C=N/O)cc1Cl	7%	-1%[46.1 µM]	-7%	3	-2%	-1%	1%	-3%	6%	4%
O=C(CSc1nc2ccccc2o1)Nc1nncs1	-10%	3%	-3%	-1	2%	-4%	0%	6%	-16%	0%
O=C(CCCn1cc([N+](=O)[O-])cn1)NCc1ccccc1	-11%	-19%	·	4	1%	-8%	-6%	-5%	26%	1%
COc1cc(C(=O)Nc2ccc(S(=O)(=O)Nc3nccc(C)n3)cc2)cc(OC)c1OC	5%	-2%	?	-7	6%	0%	9%	-12%	12%	7%
CN(CC(=O)Nc1ccc(F)c(F)c1F)C(=O)c1cc(S(=O)(=O)N(C)C)ccc1N1CCCC1	·	6%	·	·	·	-3%	·	·	-2%	0%
Cn1nnc(NC(=S)NC(=O)c2ccc(-c3ccc(Br)cc3)o2)n1	-19%	0%	12%	-8	5%	-1%	-9%	1%	15%	-1%
COC(=O)CSc1ccc2nnc(CCNS(=O)(=O)c3ccccc3)n2n1	3%	-7%	-4%	-2	2%	0%	11%	1%	-10%	1%
COc1ccc(Cl)cc1S(=O)(=O)N1CCN(C(=O)c2n[nH]c(=O)c3ccccc23)CC1	·	-10%[46.1 µM]	·	12	9%	-6%	·	·	-3%	3%
Cc1ccccc1-c1nc2ccccc2c(=O)n1/N=C/c1ccccc1[N+](=O)[O-]	-10%	2%	?	24	6%	-6%	10%	-4%	-21%	-2%
CCc1ccc(OCC(=O)NCc2ccco2)c(Br)c1	4%	·	6%	-4	1%	-5%	1%	2%	7%	3%
O=C(Nc1ccccc1C(=O)O)c1ccc(NC(=O)C2CC2)cc1	·	4%	?	15	6%	-8%	7%	-4%	-21%	9%

Quoted from the listing.
COC(=O)CSc1ccc2nnc(CCNS(=O)(=O)c3ccccc3)n2n1 in TCR activator = -7%
COc1cc(C(=O)Nc2ccc(S(=O)(=O)Nc3nccc(C)n3)cc2)cc(OC)c1OC in Mito fusion act = -12%
C#CCOc1ccc(/C=N/O)cc1Cl in Integrin act MD = 6%

Some of the compounds tested, so the mix of outcomes need not match the whole.
